FXIIa mix inh: human factor XIIa inhibitors, primary screen, biochemical, pooled compound mixtures, fluorogenic substrate; purified FXIIa; inhibition, % at 5 µM; actives 0.2% (n = 62,000); AID 684, 2007;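 further: 0% = enzyme without compound and 100% = no enzyme blank; some results filed as inactive read as strong as hits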
Target sequence (P00748 20-372 limits assumed): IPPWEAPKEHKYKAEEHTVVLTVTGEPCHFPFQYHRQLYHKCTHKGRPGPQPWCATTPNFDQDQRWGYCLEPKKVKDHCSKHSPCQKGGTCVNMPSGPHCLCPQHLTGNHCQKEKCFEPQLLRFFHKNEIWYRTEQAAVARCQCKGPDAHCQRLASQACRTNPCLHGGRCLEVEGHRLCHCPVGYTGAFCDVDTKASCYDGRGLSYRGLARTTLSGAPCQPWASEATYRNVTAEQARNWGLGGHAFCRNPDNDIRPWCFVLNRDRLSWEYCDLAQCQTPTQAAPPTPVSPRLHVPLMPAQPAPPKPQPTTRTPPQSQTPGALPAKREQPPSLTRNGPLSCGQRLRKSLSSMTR
Target sequence (P00748 373-615 limits assumed): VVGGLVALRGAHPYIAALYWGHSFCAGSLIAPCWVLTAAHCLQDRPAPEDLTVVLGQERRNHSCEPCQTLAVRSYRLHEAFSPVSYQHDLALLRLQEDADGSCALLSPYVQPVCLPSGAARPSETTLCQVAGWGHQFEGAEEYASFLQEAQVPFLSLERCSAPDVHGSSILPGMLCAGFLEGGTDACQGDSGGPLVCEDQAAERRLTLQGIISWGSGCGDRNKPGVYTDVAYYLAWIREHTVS
C1s block: complement C1s protease inhibitors, primary screen, biochemical, 10-compound mixtures; Complement C1s subcomponent (Homo sapiens), P09871; actives 0.16% (n = 62,000); mean inhibition % of two 10-compound mixtures (active compounds read high), % at 5 µM (by protocol); purified C1s, fluorogenic AMC substrate, pooled mixtures;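 active means inhibition above 20% in each of the two 10-compound mixture wells holding the compound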;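 further: 0% = enzyme wells lacking compound mixture and 100% = no-enzyme blank wells; some compounds called inactive have numbers as strong as hits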
CatL block: inhibitors of human cathepsin L, biochemical; Procathepsin L (Homo sapiens), P07711; purified cathepsin L, fluorogenic substrate, fluorescence; inhibition, %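 (tested at 10 µM)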; actives 0.17% (n = 58,000); AID 460, 2006; in the data active means inhibition above about 45%;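 further: 0% = enzyme with no compound and 100% = no enzyme blank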
Target sequence (P07711 114-288 limits assumed): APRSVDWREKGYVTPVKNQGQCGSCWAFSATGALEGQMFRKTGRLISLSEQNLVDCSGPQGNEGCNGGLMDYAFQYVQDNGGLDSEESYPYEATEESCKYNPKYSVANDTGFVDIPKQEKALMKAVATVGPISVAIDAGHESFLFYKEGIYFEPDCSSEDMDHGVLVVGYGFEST
Target sequence (P07711 292-333 limits assumed): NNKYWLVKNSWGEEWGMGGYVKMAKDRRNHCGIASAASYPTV
Abs 340nm: compound light absorbance at 340 nm, profiling panel, artefact control, biochemical, MLSMR library, data from PS, PMK, MK assays | compound absorbance at 340 nm, fold over control | fold change at 10 µM | 65,000 tested, under 10 active | AID 708, 2007;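 active means at 10 µM dose, initial 340 nm absorbance at least 2 fold that of control wells; inactive means change under 2 fold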;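 further: initial absorbance extrapolated from kinetic A340 decline of NADH oxidation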
CatB inh: human cathepsin B inhibitors, primary screen, biochemical, fluorogenic substrate. purified cathepsin B, fluorescence. inhibition, %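 (tested at 10 µM)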. P07858. actives 0.1% (n = 63,000); in the data active means inhibition above about 21%;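 further: 0% = enzyme with no compound and 100% = no enzyme blank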
Cathepsin G inh: human cathepsin G inhibitors, primary screen, biochemical, pooled compound mixtures, AMC fluorescence; P08311; purified enzyme, AMC-tetrapeptide fluorescence; inhibition, % at 5 µM (by protocol); actives 0.2% (n = 62,000); AID 581, 2007;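 active means inhibition above 20% in each of the two mixture wells holding the compound; inactive means inhibition of 20% or less in either well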;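 further: 0% = enzyme control without mixture and 100% = blank lacking enzyme; strong numbers were not always called active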
Target sequence (P08311 21-244 limits assumed): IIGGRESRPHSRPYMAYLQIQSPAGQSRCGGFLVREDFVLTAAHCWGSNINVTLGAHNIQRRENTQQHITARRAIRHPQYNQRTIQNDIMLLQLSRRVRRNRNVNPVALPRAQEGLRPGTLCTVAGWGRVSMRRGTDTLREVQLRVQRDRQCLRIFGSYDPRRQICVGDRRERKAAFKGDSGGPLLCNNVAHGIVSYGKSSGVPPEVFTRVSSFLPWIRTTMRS
FXIa mix inh: FXIa protease inhibitors in compound pools, primary screen, biochemical, 10-compound mixtures; Coagulation factor XI (Homo sapiens), P03951; purified FXIa, fluorogenic substrate, pooled mixtures; inhibition, % at 5 µM; actives 0.19% (n = 62,000); AID 680, 2007;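 further: each value is inhibition by a whole ten-compound pool holding the compound; 0% = enzyme with no mixture and 100% = wells lacking enzyme; strong numbers were not always called active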
CatB mixtures: cathepsin B inhibitors from pooled compounds, primary screen, biochemical, compound mixtures, AMC fluorescence | P07858 | Purified cathepsin B, AMC dipeptide fluorescence | inhibition, %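 (ten-compound pools at 5 µM per compound and 50 µM total)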 | actives 0.06% (n = 62,000); in the data active means inhibition above about 22%, passing the limit was not always enough;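 further: 0% = enzyme without compound and 100% = no enzyme blank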
CatS inh: inhibitors of human cathepsin S, biochemical, compound mixtures; P25774; recombinant cathepsin S, AMC dipeptide fluorescence, pooled mixtures; inhibition, %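 (tested at 5 µM per compound within 10-compound mixtures)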; actives 0.06% (n = 62,000); in the data active means inhibition above about 32%, passing the limit was not always enough;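 further: 0% = enzyme without compound and 100% = blank without enzyme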
Active calls of the source: *; · = no result given. Unless noted, no stated cut-off is given here; in the data, active means inhibition above about 20% (passing the limit was not always enough); inactive means the rest. A portion of the library; rates above refer to the full screens.

SMILES	FXIIa mix inh	C1s block	CatL block	Abs 340nm	CatB inh	Cathepsin G inh	FXIa mix inh	CatB mixtures	CatS inh
CCOC(=O)c1ccc(NC(=O)CC2SC(=NC)N(C)C2=O)cc1 (stereo not given)	-6	8	-9	0.99	-1	11	6	3	5
O=C(O)CSc1nc2ccccc2o1	4	-7	-2	1	3	-5	10	0	18
OC(c1ccc2c(c1)OCO2)c1nccc2ccccc12 (stereo not given)	-7	9	0	0.99	3	5	6	-1	33
Cc1nc2nc[nH]n2c(=O)c1CCC(C)C	-5	1	14	1	0	2	9	6	8
COc1cc(OC)c(C2N(c3ccccn3)C(=O)C3CCCN32)cc1OC (stereo not given)	2	-88	-4	1	3	-6	10	-4	-5
CCOC(=O)c1cccc(NC(=O)CNS(=O)(=O)c2cccs2)c1	-4	7	12	0.99	2	3	-3	4	14
CCN(CC)C(=O)c1cn(C)c(=O)c2cc(OC)c(OC)cc12	5	2	20	1.1	-3	2	11	8	5
N#Cc1c(-c2ccco2)nc(SCC(=O)Nc2cccc(Cl)c2)[nH]c1=O	4	20	25	1	9	15	9	8	16
COC(=O)c1oc2ccc(Br)cc2c1NC(C)=O	9	-147	7	0.98	6	-10	-28	-1	-19
CN1CC(=O)N(CC(=O)Nc2ccc(N(C)C)cc2)c2ccccc2C1=O	5	-12	-3	1.1	6	-2	5	7	16
CCn1c(Cc2c(C)[nH]c3ccccc23)n[nH]c1=S	4	-2	10	1	-1	-2	2	-4	-1
Cc1cc(C(=O)CSc2nnc(-c3ccccc3F)o2)c(C)n1Cc1cccs1	7	18	-5	1	0	10	2	2	-5
CCOc1ccccc1NC(=O)c1cc(Cl)ccc1NC(=O)c1ccco1	0	-33	27	1.1	5	3	-4	1	2
CC1=CC(C)C(/C=N/n2cnnc2)C(C)C1 (stereo not given)	14	9	3	1	1	7	4	0	-4
COC(=O)c1ccc(Oc2nc(C)cc(Oc3ccccc3)n2)cc1	-3	-2	-1	1	0	3	3	-1	-6
CCNC(=O)N1C(=O)C2(OCCO2)c2cc(Br)ccc21	1	-5	16	1	-3	6	-5	-3	0
COc1cccc(CN2CCNC(=O)C2CC(=O)O)c1OC (stereo not given)	8	-31	·	1	-5	-2	7	4	-2
COc1ccc(S(=O)(=O)N2CCC(C(=O)NCc3ccco3)CC2)cc1	1	2	0	1	1	21	8	10	-6
COC(=O)CSc1nnc(SCc2ccc(OC)cc2)s1	4	14	6	1	-4	10	2	5	4
Nc1cc(=O)[nH]c(=O)n1Cc1ccco1	3	3	0	1.1	3	8	16	2	4

One compound at a time, from the list above.
Record of COC(=O)CSc1nnc(SCc2ccc(OC)cc2)s1 = FXIIa mix inh: 4; C1s block: 14; CatL block: 6; Abs 340nm: 1; CatB inh: -4; Cathepsin G inh: 10; FXIa mix inh: 2; CatB mixtures: 5; CatS inh: 4
Record of CCOc1ccccc1NC(=O)c1cc(Cl)ccc1NC(=O)c1ccco1 = FXIIa mix inh: 0; C1s block: -33; CatL block: 27; Abs 340nm: 1.1; CatB inh: 5; Cathepsin G inh: 3; FXIa mix inh: -4; CatB mixtures: 1; CatS inh: 2
Record of COC(=O)c1ccc(Oc2nc(C)cc(Oc3ccccc3)n2)cc1 = FXIIa mix inh: -3; C1s block: -2; CatL block: -1; Abs 340nm: 1; CatB inh: 0; Cathepsin G inh: 3; FXIa mix inh: 3; CatB mixtures: -1; CatS inh: -6

Additional entries
SMILES	FXIIa mix inh	C1s block	CatL block	Abs 340nm	CatB inh	Cathepsin G inh	FXIa mix inh	CatB mixtures	CatS inh
Cc1ccc2nc(-c3ccccc3)cn2c1	-17	-2	·	1	4	9	-3	-2	-3
CC(C)(CC(=O)O)Cc1nc(-c2ccc(Cl)cc2)no1	6	-19	-5	1.1	3	-14	2	1	1
CCCCn1cnc2c1c(=O)n(C)c(=O)n2C	1	-15	3	1	2	-7	2	1	7
O=C(CCCN1C(=O)c2ccccc2C1=O)Nc1ccccc1C(=O)N1CCOCC1	0	-2	1	1	1	-3	4	2	-9
O=C1c2ccccc2C(=O)C12Cc1ccccc1N1CCN(c3ccccc3)CC12 (stereo not given)	7	2	-3	1	6	8	7	4	13
CC(=O)Nc1nn(C)c2nc3cc(C)ccc3cc12	15	0	0	1.1	0	-3	3	2	5
CCc1cccc(NC(=O)C2CCCN(S(=O)(=O)c3c(C)[nH]c(=O)[nH]c3=O)C2)c1 (stereo not given)	5	10	10	1	-3	5	6	5	0
CC(=O)Nc1cccc(NC(=O)C2CC(=O)N(c3ccc(C)cc3)C2)c1 (stereo not given)	-3	9	19	1	0	13	4	5	11
CCOc1ccc(NC(=O)CN(C)c2nnnn2-c2ccccc2)cc1OCC	6	15	0	1	-1	11	-1	5	-3
O=C(CSC1=NCCS1)Nc1ccccc1F	-14	2	15	1	-5	1	4	4	8
O=C(C1CCN(S(=O)(=O)c2cccc3cccnc23)CC1)N1CCc2ccccc21	2	-4	2	0.98	-1	-1	30	1	-3
CSc1nnc2n(-c3ccccc3)c(=O)c3c4c(sc3n12)CCC4	0	12	5	1	-2	8	6	0	-6
Cc1csc(NC(=O)C(Cc2ccccc2)n2cccc2)n1 (stereo not given)	6	10	7	0.98	4	7	8	7	10
OC(CNCCc1ccccc1)c1ccccc1 (stereo not given)	3	-30	6	0.99	-4	2	5	5	2
c1ccc(Cn2nnc3c(N4CCC5(CC4)OCCO5)ncnc32)cc1	-16	9	5	0.98	-1	10	10	6	1
Cc1ccc(C)c(C(=O)NC2CC(C)(C)NC(C)(C)C2)c1	3	3	1	1	4	1	-3	0	12
O=C(CSc1ccc(Cl)cc1)NC1CCCC1	6	2	·	1	4	3	2	3	-3
CN(C)S(=O)(=O)c1ccc(C(=O)NCCOc2ccccc2)cc1	-4	9	-4	1	1	10	5	3	-1
Cc1ccc(C2N(c3ccc(Cl)c(Cl)c3)C(=O)C3CCCN32)o1 (stereo not given)	5	9	7	0.97	0	12	-2	7	1
c1ccc2[nH]c(CSc3ncnc4c3oc3ccccc34)nc2c1	2	3	30	1	4	8	1	-5	2
CC(C)Cn1c2c(c(O)c(C(=O)Nc3ccc(F)cc3)c1=O)CCCC2	1	11	0	1.1	-1	11	7	2	1
CC(C)=CCCC(C)N(C=O)C(C)CCC=C(C)C (stereo not given)	9	-19	2	1	3	-3	5	4	14
Cn1nc(-c2ccc(Cl)cc2)c2cc(C(=O)NCCCN3CCOCC3)sc21	10	-27	-19	1.1	2	-4	5	-1	2
CCc1nnc(NC(=O)CSc2nnc(CSc3nc(C)cc(C)n3)n2CC)s1	1	-11	-1	1.1	7	-12	7	3	·
COc1ccc(C2CC(c3ccc(Cl)c(Cl)c3)Nc3nc(N)nn32)cc1 (stereo not given)	2	11	8	1.1	0	11	-2	-3	5
Cc1ccc(-c2ccc(=O)n(CC(=O)NCCCN3CCCCC3C)n2)cc1 (stereo not given)	4	2	-13	1	0	4	-2	3	5
CCC1Oc2ccc(C)cc2N(CC(=O)NCCN2CCCCCC2)C1=O (stereo not given)	-1	12	1	1	6	8	6	3	-3
O=C1c2ccccc2C(=O)N1CCCc1nc2ccccc2c(=O)n1-c1cccnc1	1	-111	7	1	2	-9	-4	0	8
O=C(CN1CCN(CC(=O)Nc2ccccn2)CC1)Nc1ccccn1	2	21	13	1	0	13	0	-4	4
COC(=O)c1[nH]c(C)c(/C(O)=C2\C(=O)C(=O)N(CCN3CCOCC3)C2c2cccs2)c1C (stereo not given)	2	-12	-3	1	-2	-13	-7	-3	2
N#Cc1nc(COc2cccc(Cl)c2)oc1NCc1ccncc1	-1	1	17	1	1	-27	6	6	11
CCc1nnc(SCc2ccc(OC)c(Br)c2)n1N	-21	1	-3	1	-3	-1	6	5	-6
CCOc1ccc(Nc2oc(-c3ccco3)nc2C#N)cc1	5	-1	3	1.1	-1	10	4	1	-3
COc1ccc(N2CCN(CCCNS(=O)(=O)c3ccc4c(c3)oc(=O)n4C)CC2)cc1	10	9	1	1	-2	7	3	2	11
COc1ccc(OC)c(C(c2nnnn2Cc2ccccc2)N2CCC(C(N)=O)CC2)c1 (stereo not given)	4	-2	7	1	4	-1	-4	-3	-2
Cc1nnc(NC(=O)c2ccco2)s1	5	11	24	1	4	-10	8	8	20
CC(=O)NC(CCS(C)(=O)=O)C(=O)Nc1ccc(Oc2ccccc2)cc1 (stereo not given)	8	-44	10	1	1	-4	-9	-6	2
COc1cc2c(cc1OC)CN(C(=O)C(C)(C)C)CC2	27	-99	18	1.1	0	-1	3	-5	-4
O=C(CN1C(=O)CSC1=O)Nc1ccc(C(=O)O)cc1	-1	9	17	1	1	10	3	0	3
Cc1c(N=CC=Nc2c(C)n(C)n(-c3ccccc3)c2=O)c(=O)n(-c2ccccc2)n1C	16	-26	·	1.1	·	4	-2	1	0
Cn1nc(C(C)(C)C)cc1C(=O)NCc1ccc(N2CCCC2=O)cc1	1	25	13	1	2	12	3	6	4
Cc1nnc(SC(C)C(=O)Nc2ccc(S(=O)(=O)N3CCCCC3)cc2)s1 (stereo not given)	0	-52	5	0.99	-1	-10	-18	-10	-29
CC(C)(C)NC(=O)C(c1cccs1)N(CC1CCCO1)C(=O)Cn1nnc(-c2cccs2)n1 (stereo not given)	3	6	20	1	6	6	12	9	-1
CCOC(=O)N1CCN(Cc2ccccc2F)CC1	4	-20	1	1	-6	-2	1	4	-3
O=C(CCNc1ccccc1)c1ccc2c(c1)OCO2	9	-25	9	1	8	-7	1	7	15
O=C(NCc1ccco1)C(C(=O)c1ccccc1)n1ccccc1=O (stereo not given)	11	-8	22	1	0	5	4	1	-8
O=C(O)COc1ccc2c(-c3ccccc3)cc(=O)oc2c1	0	19	8	1.1	1	12	14	3	7
O=C(Nc1cccnc1)c1ccc(COCC(F)(F)F)cc1	12	14	-1	1.1	1	10	11	4	1
CC(=O)N(C)c1ccc(NC(=O)c2ccco2)cc1	-2	-1	3	1	-4	-2	7	4	15
Cc1cc(C(=O)NCc2cccnc2)n(-c2ccccc2)n1	0	-20	-15	0.99	0	-1	-1	0	-16
Remaining list, next part
SMILES	FXIIa mix inh	C1s block	CatL block	Abs 340nm	CatB inh	Cathepsin G inh	FXIa mix inh	CatB mixtures	CatS inh
CC(C)C1CC(c2csc(N)n2)CCO1 (stereo not given)	4	15	·	1	0	12	7	3	-3
N#CCSc1nnc(-c2ccccc2O)n1CCc1ccccc1	1	3	32	0.99	4	12	-4	-1	4
CC(C)NC(=O)CN1CCC(O)(c2ccccc2)CC1	0	3	-10	1	-2	5	8	-2	-7
CN(C)c1oc(-c2ccco2)nc1C#N	1	-24	-37	1.1	15	-2	1	-2	-8
C=CCn1c(SCC(=O)NCc2ccc3c(c2)OCO3)nnc1C1CCCCC1	13	0	2	0.98	0	10	6	0	-6
CC12COC3(C(=O)N4CCN(c5ccccn5)CC4)CC1CCC32C (stereo not given)	3	-23	-6	1	-3	-6	16	-3	-3
COc1cc(-c2ccc(NC(=O)CN3CCCCC3)c(OC)c2)ccc1NC(=O)CN1CCCCC1	1	-4	3	1	0	-2	-9	0	4
CCN(CC)S(=O)(=O)c1cccc(-c2nnc(SCc3nnc(-c4cccs4)o3)n2N)c1	10	11	5	0.98	-1	8	7	-1	-6
O=C(CCc1ccccc1)Nc1ccncc1	1	13	10	0.96	2	-32	9	1	-6
COc1ccc(C(=O)NCCn2cc(SCC(=O)N3CCOCC3)c3ccccc32)cc1	2	-40	10	1	-4	-2	2	6	13
CCc1nnc(NC(=O)CCC(=O)O)s1	2	-5	4	1.1	1	-2	4	1	-6

Screening results deposited in PubChem by several laboratories.
